Bioassay records as filed in PubChem.
Tau fibril ThT = inhibitors of human tau fibril formation, thioflavin T binding | 270,000 compounds, 2.1% hits | recombinant tau K18 P301L, heparin-induced fibrillization, ThT fluorescence | Potency, µM (highest dose often 57.4 µM), for inactives: top-dose activity, negative = inhibition, usual class: inhibitors | P10636 | AID 1460; note: nearly all actives have a fitted effect of over 55% in size
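In this qHTS, human K18 P301L tau is incubated with compound and heparin for 6 hr at 37 C, and Thioflavin T fluorescence then reports fibril load.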
TexasRed fluor = alters Texas Red total fluorescence, flagging assay interference. Potency, µM (series often up to 106 µM), for inactives: at the top dose fluorescence change, negative = quenching. 280,000 compounds, 0.29% hits. TRb/SRC2 Texas Red total fluorescence interference. AID 1479; active = well fitted curve in either direction with a large enough effect; inconclusive = small, poorly fitted or top-dose-only effect
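Flags fluorescent or light-absorbing compounds by total fluorescence, S + 2P, at 555 nm excitation and 632 nm emission. Mixture: 20 nM Texas Red SRC2 peptide, 0.6 uM human TRb LBD, 1 uM T3, 5% DMSO; compound exposure 5 h at ambient temperature.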
L3MBTL1 inh = blocks human L3MBTL1. Q9Y468. Potency, µM (titrated, usually from 57.1 µM), inactives show at the top dose activity, negative = inhibition, usual class: inhibitors. 230,000 compounds, 0.66% hits. AlphaScreen L3MBTL1–H3K9me1 peptide binding; note: nearly all actives have a fitted effect of over 60% in size
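AlphaScreen proximity signal between nickel-chelate acceptor and streptavidin donor beads (final 10 ug/mL) reports binding of 50 nM L3MBTL1 to 75 nM biotin-H3 K9me1 peptide; complex incubated with compounds 30 min at room temperature; cefsulodin titration as control.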
Tau fluor cs = counter-screen for tau fibril formation inhibitors; tau K18 P301L (four-repeat tau fragment) Alexa594 fluorescence, heparin fibrillization; Potency, µM (highest dose often 57.7 µM), for inactives: at the highest dose activity change, negative = decrease; 280,000 compounds, 0.93% hits; AID 1463; note: nearly all actives have a fitted effect of over 55% in size
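Human K18 P301L tau (15 uM unlabeled plus 0.24 uM Alexa 594-labeled, final) in 100 mM sodium acetate pH 7 was mixed with compound and 20 uM heparin and incubated 6 hr at 37 C.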
ALDH1A1 inh = blocks purified human ALDH1A1 activity. Purified ALDH1A1, NADH fluorescence, propionaldehyde substrate. Potency, µM (titrated, usually from 75.3 µM), without a hit: at the top dose activity, negative = inhibition, usual class: inhibitors. 220,000 compounds, 7.3% hits. AID 1030; active = well fitted inhibition curve with a large enough effect, not every such curve was filed as active; inconclusive = small, poorly fitted or top-dose-only effect, or another doubt; inactive = no such curve, though single readings can be large or run the other way;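 note: plate controls were no enzyme wells and a reference inhibitor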
Target sequence (P00352 whole entry, looked up): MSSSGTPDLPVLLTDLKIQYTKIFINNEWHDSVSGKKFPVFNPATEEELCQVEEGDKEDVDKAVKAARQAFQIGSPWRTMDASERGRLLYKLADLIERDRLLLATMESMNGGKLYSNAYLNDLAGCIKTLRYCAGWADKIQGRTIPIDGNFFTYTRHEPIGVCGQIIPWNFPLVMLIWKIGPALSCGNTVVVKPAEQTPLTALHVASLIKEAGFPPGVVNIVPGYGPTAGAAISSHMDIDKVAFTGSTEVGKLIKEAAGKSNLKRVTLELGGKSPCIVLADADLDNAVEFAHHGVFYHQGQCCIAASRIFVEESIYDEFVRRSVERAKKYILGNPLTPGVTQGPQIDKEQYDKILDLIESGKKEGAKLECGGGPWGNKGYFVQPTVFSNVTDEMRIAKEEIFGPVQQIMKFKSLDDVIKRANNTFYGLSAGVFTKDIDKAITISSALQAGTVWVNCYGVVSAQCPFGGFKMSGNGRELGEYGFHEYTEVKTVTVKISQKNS
GLA spleen mod = inhibitors or activators of human alpha-galactosidase in spleen homogenate. P06280. human spleen homogenate, 4MU-alpha-Gal fluorescence, 40 min. Potency, µM (titrated, usually from 80 µM), without a hit: at the highest dose activity change, negative = inhibition, actives largely listed as inhibitors. 240,000 compounds, 0.008% hits. AID 2107;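 note: 0% = enzyme with vehicle and -100% = no enzyme basal signal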
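Inhibition or activation of alpha-galactosidase in human spleen homogenate is scored by 4-MU fluorescence after 40 min at 37C, pH 5.0, with 1 mM substrate. AC50s come from concentration-response fitted to the Hill equation.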
Tau FP inhib = inhibitors of human tau fibril formation. Potency, µM (doses to about 57.7 µM), without a hit: at the top dose activity, negative = inhibition, most hits filed as inhibitors. K18 P301L tau heparin fibrillization, Alexa594 FP, 6 h. P10636. 280,000 compounds, 0.39% hits; note: nearly all actives have a fitted effect of over 55% in size
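Human K18 P301L fragment (15 uM unlabeled plus 0.24 uM Alexa 594-labeled) in 100 mM sodium acetate pH 7 with compound, aggregation induced by 20 uM heparin for 6 hr at 37 C. ThT (30 uM) added for 1 hr, then Alexa 594 FP read.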
TRb SRC2 PPI = inhibitors of human thyroid hormone receptor beta-SRC2 interaction. P10828. TRbeta-SRC2 peptide binding, fluorescence polarization; receptor liganded with 1 µM T3. Potency, µM (doses to about 106 µM), for inactives: top-dose activity change, negative = inhibition, actives largely listed as inhibitors. 280,000 compounds, 0.065% hits;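 note: plate controls were bound peptide for no effect and peptide without receptor for full effect; nearly all actives have a fitted effect of over 50% in size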
Target sequence (P10828 whole entry, looked up): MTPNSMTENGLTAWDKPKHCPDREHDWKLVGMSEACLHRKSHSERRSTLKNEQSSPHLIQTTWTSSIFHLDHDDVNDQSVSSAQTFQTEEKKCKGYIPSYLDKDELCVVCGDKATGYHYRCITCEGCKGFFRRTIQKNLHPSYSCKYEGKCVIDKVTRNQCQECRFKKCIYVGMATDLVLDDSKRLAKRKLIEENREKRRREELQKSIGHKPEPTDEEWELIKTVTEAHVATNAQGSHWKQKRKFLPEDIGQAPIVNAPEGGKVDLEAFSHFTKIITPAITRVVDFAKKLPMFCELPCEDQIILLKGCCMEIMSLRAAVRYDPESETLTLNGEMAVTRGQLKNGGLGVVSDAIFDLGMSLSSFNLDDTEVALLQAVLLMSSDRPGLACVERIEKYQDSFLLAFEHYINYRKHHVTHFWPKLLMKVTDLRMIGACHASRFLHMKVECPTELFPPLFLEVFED
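A fluorescence polarization screen tested compounds at multiple concentrations against complex formation between 0.6 uM TRb ligand-binding domain and 20 nM Texas Red SRC2 peptide, with 1 uM T3 present; readout after 5 hr.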
* hit, by the source's call; u = inconclusive; x = no result given; [ ] = another dose, or the depositor's remark. Unless noted, calls come from the whole dose curve; as a rule, active = well fitted curve in the direction sought with a large enough effect; inconclusive = small, poorly fitted or top-dose-only effect, or another doubt; inactive = no such curve, though single readings can be large; an effect the other way counts as inactive or inconclusive. Unless noted, % is set by controls: 0 for no effect and ±100 for the full control effect; potency is the fitted concentration of half-maximal effect.

compound	TRb SRC2 PPI	TexasRed fluor	ALDH1A1 inh	Tau fibril ThT	Tau fluor cs	Tau FP inhib	GLA spleen mod	L3MBTL1 inh
COc1cccc(OC)c1-c1nn2c(-c3cc(-c4ccccc4)n[nH]3)nnc2s1	u	u	6.1%	u	-16.1%	-11.8%	4.5%	-29.4%
COc1ccc(CNC(=O)C(=O)NC2CC(C)(C)NC(C)(C)C2)cc1	-6.4%	-1.7%	4.4%	0.8%	-2.6%	-4.4%	2.1%	9.1%[11.4 µM]
COc1cc(C(=O)N/N=C/c2ccsc2C)cc(OC)c1OC	-1.0%	-3.4%	0.9%	-4.3%	1.5%	1.4%	-5.5%	1.8%
Cc1ccccc1CNC(=O)c1cc2cccc3c2n1CC(C)S3 (centres undefined)	-5.4%	-1.7%	x	3.4%	-26.5%	-4.7%	x	x
Cc1cc(-c2nn(-c3ccccc3F)cc2CNCCc2cnccn2)c(C)s1	-1.2%	-1.8%	1.5%	-9.9%	-8.3%	-3.3%	-14.7%	-6.7%
O=S(=O)(NCCS(=O)(=O)N1CCN(c2ccccc2)CC1)c1ccccc1	4.9%	-5.0%	x	-1.1%	-6.6%	1.1%	x	x
O=[N+]([O-])c1cccnc1Oc1ccccc1F	4.8%	3.0%	x	-10.0%	-7.4%	5.1%	-4.4%	-16.5%
Cc1cc(NC(=O)CN2C(=O)[C@@H]3[C@H](C2=O)[C@@H]2C[C@H]3C(Br)C2Br)no1 (some centres undefined)	12.9%	0.5%	9.7%	-2.7%	-9.7%	-11.7%	1.5%	0.3%
Cc1cc(C)cc(Nc2cc(C(=O)NCc3ccccc3)c3ccccc3n2)c1	5.5%	-1.3%	x	-12.8%	3.55µM*[quencher]	u	x	x
Cn1cccc1Cc1nnc(SCC(=O)N2CCOCC2)n1-c1ccc(F)cc1	-1.8%	1.5%	-10.6%	-10.8%	-3.5%	6.7%	-0.5%	-15.0%
CCOc1ccc2nc(NC(=O)CSc3ccccc3)sc2c1	8.2%	0.8%	7.4%	-13.9%	u	u	-5.1%	x
CN(Cc1nc(-c2cnccn2)no1)CC1CCN(Cc2ccccc2)CC1	11.0%	3.6%	0.9%	-1.3%	4.6%	-1.1%	6.0%	0.7%
COC(=O)N1[C@H](C)C=C[C@]1(Cc1ccccc1)C(=O)NCCCNc1ncc(C(F)(F)F)cc1Cl	3.6%	-1.9%	-8.2%	-12.5%	-14.3%	11.7%	2.7%	x
CCN(CC)CCOCCOc1ccc(Cl)c2ccccc12	2.7%	-1.8%	-12.4%	-2.3%	2.0%	-0.8%	-6.9%	x
Cc1cccc(NC(=O)c2ccccc2O)c1C	4.8%	-0.5%	4.6%	-11.8%	-9.8%	4.8%	6.2%	-0.1%
CCc1ccc(CCC(=O)Nc2ccc(OC)cc2)o1	-15.9%	-1.1%	-9.0%	-16.3%	-8.3%	6.2%	9.8%	-4.2%
CNC(=S)NNC(=O)COc1ccccc1C	-2.7%	-0.5%	u	-15.3%	-10.4%	-6.9%	3.1%	-5.4%
Cc1ccc(N2C(=O)N(c3ccc(C)cc3)C3CS(=O)(=O)CC32)cc1 (centres undefined)	2.4%	1.1%	8.1%	8.6%	1.8%	-5.1%	-0.7%	-2.6%
O=C(O)c1c(Cl)cccc1Cl	5.1%	-4.2%	-5.9%	x	x	x	11.2%	3.5%
CC(=O)N[C@@H](C=O)[C@@H](O)[C@H](O)[C@H](O)CO	1.9%	-6.9%	5.8%	-2.3%	-2.9%	2.5%	-9.1%	x
COCCCNC(=O)CC(NCCCOC)C(=O)O (centres undefined)	6.3%	1.8%	3.1%	6.6%	7.5%	1.0%	0.8%	7.1%
NNc1ccc2nnc(C(F)(F)C(F)(F)C(F)(F)F)n2n1	1.1%	0.7%	-3.6%	3.2%	-5.6%	4.7%	5.1%	12.0%
O=C(COc1ccc(Cl)cc1)Nc1cnn(Cc2c(Cl)cccc2Cl)c1	-0.8%	0.1%	u	-4.7%	-19.7%	-14.3%	-5.6%	2.8%
CCOC(=O)c1ccc(COC(=O)c2cc(=O)[nH]c3ccccc23)o1	-18.8%	0.9%	-5.0%	-4.9%	-6.5%	-4.2%	4.8%	-5.9%
CCN1C(=O)/C(=C\c2cccs2)C(C(=O)OC)=C1C	2.2%	-1.5%	-10.0%	u	-17.4%	-5.2%	-5.6%	x
Cc1oc2cc(OCC(=O)O)ccc2c(=O)c1Oc1ccccc1	-2.5%	-2.3%	-1.7%	-3.2%	-4.1%	-0.7%	5.7%	x
Cc1ccc(S(=O)(=O)N2CCOCC2)cc1C(=O)NC(=S)N1CC(C)CC(C)C1 (centres undefined)	4.2%	-0.6%	x	-9.4%	-19.8%	-12.4%	-1.7%	6.4%
COc1ccccc1NC(=O)CSc1nnc(NC(=O)NC2CCCCC2)s1	-3.0%	-1.7%	x	-3.5%	-29.1%	u	x	x
NS(=O)(=O)c1cccc(NC(=O)CSc2nc3nc(-c4cccs4)cc(C(F)(F)F)c3c(=O)[nH]2)c1	-2.6%	-3.1%	x	u	-20.7%	0.2%	18.3%	-2.6%
N/C(=N\OC(=O)COc1ccccc1Cl)c1ccc(Cl)cc1	0.8%	-0.4%	-1.9%	-13.8%	-13.4%	-14.0%	-2.8%	85.2%[activator]
O=C(Cn1nnc2ccccc21)c1cccc([N+](=O)[O-])c1	3.9%	-4.9%	u	-0.9%	1.2%	3.3%	7.6%	2.6%
COCCn1c(SCC(=O)Nc2nnc(C)s2)nnc1-c1ccncc1	0.1%	-0.5%	7.5%	-9.9%	-2.5%	-8.6%	-5.9%	5.5%
COc1ccccc1C1C(C(=O)NCc2ccccc2)=C(C)Nc2ncnn21 (centres undefined)	4.2%	-0.5%	-9.0%	-2.5%	-0.8%	-0.5%	-4.4%	x
COc1cc(/C=N\NC(=O)c2cccc(Cl)c2)ccc1Oc1ccc([N+](=O)[O-])cn1	5.4%	-2.8%	x	u	u	-11.8%	-4.6%	-10.2%
CC(C)(C)C1CCC(=NNC(=S)NCc2ccccc2)CC1 (centres undefined)	5.6%	-0.1%	u	-10.5%	-21.3%	3.1%	2.7%	-9.1%
N#Cc1nc(-c2cccs2)oc1N1CCOCC1	3.6%	-1.6%	u	10.6%	3.2%	7.5%	-8.3%	13.7%
Cc1c(NC(=O)c2cc(CC(C)C)on2)c(=O)n(-c2ccccc2)n1C	-12.1%	0.7%	u	-4.9%	-0.9%	5.5%	-11.6%	x
CCN(CC)c1ccc(C(=O)N/N=C(\C)c2cccc(OC)c2)cc1	1.0%	-0.6%	u	u	-19.1%	4.2%	-9.9%	-3.3%
Cc1ccc2nc(Cl)c3nnnn3c2c1	-7.7%	-9.1%	28.2µM*	u	1.0%	-5.3%	23.7%	x
COCC(=O)N1c2nc(-c3ccco3)nn2C2(CCCCC2)[C@@H]2CCCC[C@@H]21	1.5%	-15.1%	x	0.7%	-1.2%	4.7%	x	x
O=C(COC(=O)/C=C/c1nc2ccccc2s1)Nc1cccc(Cl)c1Cl	-1.2%	-2.1%	u	-14.7%	3.5%	-3.3%	-1.2%	4.6%
CCC(=O)N1CCN(c2ccccc2NC(=O)c2ccc(OC)c(Cl)c2)CC1	-10.0%	1.9%	-0.7%	-9.3%	-7.3%	9.9%	3.3%	x
CCOC(=O)C1CSC(Cc2ccc(OCc3ccc([N+](=O)[O-])cc3)cc2)N1 (centres undefined)	-5.2%	-16.9%	5.3%	u	u	-9.7%	-1.3%	x
CCN(CC)C(=O)c1ccc(CS(=O)(=O)c2ccc(OC)cc2)o1	2.6%	0.8%	u	-1.7%	1.1%	10.2%	-5.3%	-8.7%
Cc1cccc(Cn2c(C)c(C)c3cc(C(=O)NCc4ccco4)ccc32)c1	-0.3%	0.0%	x	-11.1%	-18.3%	u	x	x
Cc1cccc(N=C2NC(=O)/C(=C\c3cccs3)S2)c1	-6.9%[53 µM]	1.1%[53 µM]	2.4%	10.6%	14.2%	4.8%	-3.5%	0.3%
O=C(Cn1c(=O)[nH]c2ccsc2c1=O)N1CCN(c2ccc(F)cc2)CC1	-10.6%	-1.8%	3.7%	-3.2%	3.1%	7.1%	-1.1%	4.1%
CCC1CCCCN1C(=O)c1cc2cc(Br)ccc2oc1=O (centres undefined)	5.5%	2.3%	-1.6%	-6.9%	-2.1%	-3.2%	10.8%	2.1%
O=C(NCCc1ccccc1)C(=O)N/N=C/c1ccccc1C(F)(F)F	5.2%	0.6%	3.3%	5.1%	6.4%	-1.8%	11.0%	x
Cc1nc(-c2nnc(SCC(=O)Nc3cc(Cl)cc(Cl)c3)n2C)cs1	5.2%	-3.2%	x	u	-2.1%	-1.2%	-3.0%	12.3%
Cc1nc2cc(N=NC3=C(O)CCCC3=O)ccc2s1	0.8%	-1.7%	u	15.8µM*	-26.3%	-4.2%	3.5%	-26.4%
COc1cc(S(=O)(=O)N(Cc2cccc(OC)c2OC)CC2CCCO2)ccc1-n1cnnn1 (centres undefined)	9.0%	-1.2%	x	x	-13.1%	-6.0%	3.4%	x
Cc1cccc(OCc2nnc(SCC(=O)Nc3nccs3)o2)c1	-1.2%	-2.1%	13.7%	u	2.0%	-2.3%	-18.0%	-14.6%

Filtered by structure: the entries above with a COOH group.
compound	TRb SRC2 PPI	TexasRed fluor	ALDH1A1 inh	Tau fibril ThT	Tau fluor cs	Tau FP inhib	GLA spleen mod	L3MBTL1 inh
O=C(O)c1c(Cl)cccc1Cl	5.1%	-4.2%	-5.9%	x	x	x	11.2%	3.5%
COCCCNC(=O)CC(NCCCOC)C(=O)O (centres undefined)	6.3%	1.8%	3.1%	6.6%	7.5%	1.0%	0.8%	7.1%
Cc1oc2cc(OCC(=O)O)ccc2c(=O)c1Oc1ccccc1	-2.5%	-2.3%	-1.7%	-3.2%	-4.1%	-0.7%	5.7%	x
